# Screening results as filed in PubChem BioAssay.
# Anesthetic bind – candidate novel general anesthetic via apoferritin binding; apoferritin/1-aminoanthracene competitive binding, fluorescence; 0.074% of 350,000 active; Potency, µM (series often up to 77.5 µM), for inactives: at the highest dose activity change, negative = displacement, actives largely listed as inhibitors; P02791; AID 485281; note: % is set by controls: 0 for no effect and ±100 for the full control effect; nearly all actives have a fitted effect of over 20% in size
#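 Horse-spleen apoferritin (10 uM) in 50% saturated 1-aminoanthracene in PBS was incubated 10 min at room temperature with compound. Fluorescence (ex 380, em 535 nm) was normalized to free and bound 1-AMA, with concentration-response fitted by a four-parameter Hill equation.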
# Pol eta inh – blocks human DNA polymerase eta activity. Q9Y253. recombinant Pol eta, fluorescent DNA replication assay. Potency, µM (highest dose often 114 µM), without a hit: top-dose activity change, negative = inhibition, usual class: inhibitors. 1.2% of 390,000 active; note: % is set by controls: 0 for no effect and ±100 for the full control effect
#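 Pol eta (10 nM) was preincubated with compounds for 15 min at room temperature, after which fluorescent replication substrate (50 nM final) was added to start the reaction. Fluorescence was read kinetically at 0 and 10 min.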
# G9a inh – blocks human histone lysine methyltransferase G9a; Potency, µM (top dose mostly 102 µM), without a hit: top-dose activity, negative = inhibition, usual class: inhibitors; 8.8% of 350,000 active; G9a H3K9 monomethylation, AlphaScreen, 2 h; note: % is set by controls: 0 for no effect and ±100 for the full control effect; nearly all actives have a fitted effect of over 75% in size
#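 Enzyme 20 nM + cpd, 15 min RT; add b-H3K9 pep 500 nM / SAM 20 uM; 2 h RT; anti-H3K9me1 Ab 0.5 ug/mL + SA donor / anti-rabbit acceptor beads 20 ug/mL each, 10 min; AlphaScreen read.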
# BLM inh – blocks DNA unwinding by human BLM helicase; P54132; 0.2% of 350,000 active; AID 2528; recombinant BLM DNA unwinding, fluorescence dequenching; Potency, µM (series often up to 56.1 µM), inactives show at the top dose activity change, negative = inhibition, most hits filed as inhibitors;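 note: plate controls were vehicle for no effect and no enzyme for full effect; nearly all actives have a fitted effect of over 35% in size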
# Pol beta inh – blocks human DNA polymerase beta activity; Pol beta primer extension/strand displacement, fluorescence kinetic; P06746; 1.3% of 340,000 active; AID 485314; Potency, µM (highest dose often 114 µM), inactives show at the highest dose activity change, negative = inhibition, most hits filed as inhibitors; note: % is set by controls: 0 for no effect and ±100 for the full control effect
#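 Values derive from four-parameter Hill fits of normalized kinetic data: reads at 0 and 10 min following addition of 50 nM substrate to 10 nM Pol beta preincubated 15 min with compound.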
# POLK inh – DNA polymerase kappa (human) inhibition; purified Pol kappa, fluorescent DNA synthesis assay, 10 min; Potency, µM (titrated, usually from 107 µM), inactives show at the top dose activity, negative = inhibition, most hits filed as inhibitors; 0.53% of 400,000 active; note: % is set by controls: 0 for no effect and ±100 for the full control effect
# Target sequence (Q9UBT6 whole entry, looked up): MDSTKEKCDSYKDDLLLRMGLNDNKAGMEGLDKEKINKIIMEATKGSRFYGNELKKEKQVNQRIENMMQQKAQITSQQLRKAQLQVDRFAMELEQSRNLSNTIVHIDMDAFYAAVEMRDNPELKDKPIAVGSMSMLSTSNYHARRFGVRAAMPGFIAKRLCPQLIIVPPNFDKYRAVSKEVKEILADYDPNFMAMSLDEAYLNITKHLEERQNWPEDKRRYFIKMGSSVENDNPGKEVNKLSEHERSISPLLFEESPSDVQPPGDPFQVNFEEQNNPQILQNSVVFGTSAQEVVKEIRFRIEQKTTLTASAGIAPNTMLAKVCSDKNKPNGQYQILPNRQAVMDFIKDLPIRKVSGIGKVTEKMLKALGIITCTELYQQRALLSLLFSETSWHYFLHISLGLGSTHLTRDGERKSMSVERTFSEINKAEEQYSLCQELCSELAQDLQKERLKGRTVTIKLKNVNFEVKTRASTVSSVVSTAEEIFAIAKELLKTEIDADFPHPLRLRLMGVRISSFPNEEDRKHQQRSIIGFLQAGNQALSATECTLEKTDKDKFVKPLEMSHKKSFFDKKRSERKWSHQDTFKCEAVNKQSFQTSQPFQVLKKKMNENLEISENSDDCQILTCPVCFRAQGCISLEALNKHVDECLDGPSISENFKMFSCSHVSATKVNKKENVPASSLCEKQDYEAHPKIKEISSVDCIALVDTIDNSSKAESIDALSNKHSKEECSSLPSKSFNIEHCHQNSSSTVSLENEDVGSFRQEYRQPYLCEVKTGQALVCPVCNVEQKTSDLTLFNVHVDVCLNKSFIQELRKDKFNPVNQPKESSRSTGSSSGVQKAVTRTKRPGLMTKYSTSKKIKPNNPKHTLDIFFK
#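 Kinetic fluorescence screen: compound preincubated 15 min RT with 10 nM enzyme; 50 nM substrate (final) initiates; reads at 0/10 min.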
# BAZ2B inh – blocks human BAZ2B | AID 504333 | Potency, µM (highest dose often 114 µM), for inactives: top-dose activity change, negative = inhibition, hits mostly inhibitors | 4.4% of 360,000 active | AlphaScreen BAZ2B-H3K14Ac peptide displacement; note: % is set by controls: 0 for no effect and ±100 for the full control effect; nearly all actives have a fitted effect of over 60% in size
#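 AlphaScreen displacement: compounds (up to 110uM) incubated 30 min at room temperature with a preformed 50 nM BAZ2B/50 nM biotinylated H3K14Ac peptide complex in PBS pH 7.4 with Tween-20. Donor and acceptor beads at 10 ug/mL final added, 20 min light-protected before reading.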
# Pol iota inh – DNA polymerase iota (human) inhibition; Pol iota fluorescent replication assay, 10 min; 1% of 390,000 active; Potency, µM (highest dose often 115 µM), inactives show at the top dose activity, negative = inhibition, usual class: inhibitors; Q9UNA4
#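 Pol iota at 10 nM preincubated 15 min with compounds at room temperature; reaction started with fluorescent substrate, 50 nM final. Fluorescence read kinetically at 0 and 10 min; buffer-only wells as negative control.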
# APE1 inh – blocks human APE1 abasic DNA cleavage; P27695; recombinant APE1, TAMRA/BHQ-2 abasic DNA cleavage fluorescence; Potency, µM (titrated, usually from 65.8 µM), without a hit: at the highest dose activity change, negative = inhibition, most hits filed as inhibitors; 0.35% of 350,000 active; AID 2517;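 note: plate controls were vehicle for no effect and reference inhibitor for full effect; nearly all actives have a fitted effect of over 55% in size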
#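 Kinetic fluorescence read (525 ex/598 em nm, three reads 60 s apart) of AP-site incision; signal = third minus first read. Enzyme 0.75 nM, dual-labelled THF duplex 50 nM, compound preincubation 15 min RT.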
# Starred values were filed as active, the others as inactive; u = inconclusive; x = no result given; & = joins results of further samples; [ ] = another dose, or the depositor's remark. Calls come from the whole dose curve; as a rule, active = well fitted curve in the direction sought with a large enough effect; inconclusive = small, poorly fitted or top-dose-only effect, or another doubt; inactive = no such curve, though single readings can be large; an effect the other way counts as inactive or inconclusive. Potency is the fitted concentration of half-maximal effect. These rows are one share of the data; the hit share may differ from the screen's.
SMILES,Anesthetic bind,Pol eta inh,G9a inh,BLM inh,Pol beta inh,POLK inh,BAZ2B inh,Pol iota inh,APE1 inh
COc1cc(OC)cc(C(=O)N[C@H](C(=O)NC2=NCCS2)C(C)C)c1,x,-20%,x,x,x,-12%,x,10%,12%
NC(C(=O)O)[C@H](O)C(=O)O (stereo partly specified),14%,x,6%[59 µM],x,x,5%[19.4 µM],x,x,3%
COc1ccc(NC(=O)N(Cc2cc3cc(OC)ccc3[nH]c2=O)CC2CCCO2)cc1 (stereo unspecified),-16%,-7%,-3%[59 µM],-1%,-11%,-3%,8%,-7%,-7%
CC(=O)Nc1ccc(S(=O)(=O)Nc2ccc(S(=O)(=O)N3CCCC3)cc2)cc1,-10%,u,12%[59 µM],-3%,-18%,3%,2%,7%,1%
CN(C)c1cccc(C(=O)NNC(=O)/C=C/c2cccs2)c1,x,-15%,1%[12.7 µM],x,x,15%,-9%,21%,21%
COc1ccc(NC(=O)c2sc(N)nc2-c2ccccc2)cc1,-17%,-6%,-2%,-3%,u,-18%,-3%,-14%,-1%
O=[N+]([O-])c1ccc(SCc2c(F)cccc2Cl)nc1,7%,-12%,x,-10%,16%,-7%,u,52%[activator],u
NCCCCCc1nnc(SC/C=C/c2ccccc2)o1,6%,-3%,14%[12.7 µM],4%,16%,-2%,13%,14%,6%
O=C(COc1cccc(F)c1)Oc1ccc(C(=O)c2ccccc2)cc1,-9%,-4%,u,-7%,7%,-9%,1%,18%,0%
Cc1ccc(Cl)cc1N(CC(=O)N1CCCCCC1)S(C)(=O)=O,-9%,-12%,-8%[59 µM],-1%,-4%,3%,x,8%,2%
O=C(Nc1ccc(Cl)cc1)N1CCN(c2ccc3nnc(-c4ccc(F)cc4)n3n2)CC1,-10%&-4%,u,6%&-34%[59 µM],-6%&1%,10%&4%,-22%&-8%,11%&-6%,20%&2%,0%
COc1cc(C2c3c(-c4cc(C)cc(C)c4O)n[nH]c3C(=O)N2CCCO)cc(OC)c1OC (stereo unspecified),-15%,0%,u,-5%,-2%,-9%,-3%,1%,-3%
CC(=O)Nc1cccc(NC(=O)CSc2nccn2Cc2ccco2)c1,-7%&3%,-10%&-10%,-3%[59 µM],0%&-2%,-9%&-11%,-3%,-23%&-14%,12%&10%,37%
CCOc1ccc(C2C(C#N)=C(N)Oc3cc(O)ccc32)cc1OCC (stereo unspecified),-3%,-17%,12%[0.501 µM],-10%,-1%,-9%,-11%,-6%,18%
Cc1ccc(Cn2ncc(Cl)c(Cl)c2=O)cc1,u,-4%,1%,-4%,29%,-11%,3%,-8%,-3%
COc1ccc(Cc2nc3ccc(C(=O)NCCc4cccc(C)n4)cc3o2)cc1,-12%,-12%,u,0%,19%,12%,-13%,24%,35%
CN1[C@@H]2CC[C@H]1CC(OC(=O)c1c[nH]c3ccccc13)C2 (stereo partly specified),4%,-6%,13%[59 µM],-6%,x,10%,x,-1%,-4%
CCOc1ccc(Cc2nnc(SCC(N)=O)n2C)cc1,-3%,-2%,0%[12.7 µM],0%,3%,-3%,5%,9%,-1%
Nn1c(SCC(=O)Nc2ccc3c(c2)OCO3)nnc1-c1ccc(Cl)cc1,-3%,-11%,-2%[59 µM],-12%,4%,-11%,1%,-5%,6%
O=C(O)c1csc(-c2cccc(Cl)c2)n1,-4%,-35%,40µM*,-1%,-1%,-27%,-26%,-4%,2%

# Results in APE1 inh and Pol beta inh, for 7 of the compounds above:
smiles | APE1 inh | Pol beta inh
NC(C(=O)O)[C@H](O)C(=O)O (stereo partly specified) | 3% | x
COc1ccc(NC(=O)N(Cc2cc3cc(OC)ccc3[nH]c2=O)CC2CCCO2)cc1 (stereo unspecified) | -7% | -11%
COc1cc(C2c3c(-c4cc(C)cc(C)c4O)n[nH]c3C(=O)N2CCCO)cc(OC)c1OC (stereo unspecified) | -3% | -2%
O=C(COc1cccc(F)c1)Oc1ccc(C(=O)c2ccccc2)cc1 | 0% | 7%
O=C(Nc1ccc(Cl)cc1)N1CCN(c2ccc3nnc(-c4ccc(F)cc4)n3n2)CC1 | 0% | 10%&4%
CC(=O)Nc1ccc(S(=O)(=O)Nc2ccc(S(=O)(=O)N3CCCC3)cc2)cc1 | 1% | -18%
Nn1c(SCC(=O)Nc2ccc3c(c2)OCO3)nnc1-c1ccc(Cl)cc1 | 6% | 4%

# Next part:
SMILES,Anesthetic bind,Pol eta inh,G9a inh,BLM inh,Pol beta inh,POLK inh,BAZ2B inh,Pol iota inh,APE1 inh
COc1ccccc1NC(=O)CSc1nnc(Cc2cc(=O)[nH]c(=O)[nH]2)n1-c1ccccc1,-1%,-16%,u,1%,-21%,3%,-1%,25%,5%
CCOc1ccc(-c2nc(Cn3c(=O)cc(-c4ccccc4)c4c(C)nn(C)c43)c(C)o2)cc1,1%,-23%,-2%[59 µM],-1%,14%,9%,-1%,16%,x
CCCCNC(=O)Nc1ccccc1C(=O)Nc1ccc(OC)cc1,-12%,0%,13%,1%,-4%,-12%,-4%,5%,1%
CCOc1ccccc1NC(=O)c1ccc2ccccc2c1,-10%,-14%,-6%[0.501 µM],-4%,1%,-6%,57%[activator],-11%,0%
O=C(CN1C(=O)c2cccc3cccc1c23)N1CCN(c2cccc(Cl)c2)CC1,3%,-20%,1%[59 µM],-2%,29%,0%,1%,11%,-3%
O=C(CN1CCOCC1)NCc1ccccc1Cl,-5%,-10%,9%,-1%,7%,-15%,-4%,4%,12%
O=C(C1CC1)N1N=C(c2ccc(F)cc2)CC1(O)C(F)(F)F (stereo unspecified),-7%,-24%,-6%[0.501 µM],-6%,-28%,-1%,-19%,125%[activator],8%
Cn1c(Cn2c(=O)sc3ccccc32)nnc1SCC(=O)NCC1CCCO1 (stereo unspecified),8%,-8%,1%[59 µM],4%,-5%,0%,-1%,7%,2%
COC(=O)c1ccc(C(=O)OC)c(NC(=O)COC(=O)C2CCCCC2)c1,-9%,-7%,0%,-10%,-23%,-22%,86%[activator],9%,3%
COc1ccc(OC)c(C(=O)N2CCCC(Nc3ccc(F)cc3)C2)c1 (stereo unspecified),-4%,-2%,x,-9%,74%,-17%,-11%,34%[activator],4%
O=C(O)c1ccc(-c2nc(-c3cccc(C(F)(F)F)c3)cs2)cc1,1%,-10%,-17%,-4%,8%,-3%,-17%,33%,-2%
O=C1N=C(N2CCOCC2)S/C1=C/c1cc2c(cc1[N+](=O)[O-])OCO2,-4%,u,1%,-10%,27%,-1%,-11%,-20%,u
O=C(CN1CCN(C(=O)c2ccco2)CC1)Nc1ccc(Cl)c(C(F)(F)F)c1,-13%,-16%,-26%[12.7 µM],0%,-25%,-10%,8%,5%,11%
CCOP(=O)(c1ccc(N(C)C)cc1)C(O)c1ccc(Cl)cc1 (stereo unspecified),-16%,7%,-6%,-6%,31%[activator],-2%,-5%,1%,0%
Clc1ccc2oc(-c3cccnc3)nc2c1,-12%,11%,22%,2%,31%,-17%,1%,11%,-4%
CCCc1cc(=O)[nH]c(SCC(=O)NN(c2ccccc2)c2ccccc2)n1,-15%,-10%,15%,-1%,7%,9%,11%,4%,13%
CC(C)Oc1ccc(CNC(=O)c2ccc(Cn3c(=O)c4cccn4c4cccnc43)cc2)cc1,1%,-13%,-7%[59 µM],0%,65%,-13%,-13%,4%,x
COc1ccc(C2=NN3C(C2)c2ccccc2OC3c2cccs2)cc1 (stereo unspecified),u,9%,40µM*,-5%,-3%,-1%,u,128%[activator],-10%
CN(C)c1ncnc(N(C)C)c1[N+](=O)[O-],-2%,-6%,18%,-3%,-12%,-4%,-1%,77%[activator],-2%

# 3 of the compounds above, with values under each structure:
# Screens in order: Anesthetic bind | Pol eta inh | G9a inh | BLM inh | Pol beta inh | POLK inh | BAZ2B inh | Pol iota inh | APE1 inh
CCCc1cc(=O)[nH]c(SCC(=O)NN(c2ccccc2)c2ccccc2)n1
  -15% | -10% | 15% | -1% | 7% | 9% | 11% | 4% | 13%
CC(C)Oc1ccc(CNC(=O)c2ccc(Cn3c(=O)c4cccn4c4cccnc43)cc2)cc1
  1% | -13% | -7%[59 µM] | 0% | 65% | -13% | -13% | 4% | x
COc1ccc(C2=NN3C(C2)c2ccccc2OC3c2cccs2)cc1 (stereo unspecified)
  u | 9% | 40µM* | -5% | -3% | -1% | u | 128%[activator] | -10%
